RGS4 inh: inhibitors of human RGS4; HEK293 M3R/RGS4 inducible, Fluo-4 calcium flux; hits give high values; triggered by carbachol at its EC20; B-score at 10 µM; 0.45% of 310,000 active; AID 463165;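 active = B-score, a plate-corrected calcium signal, over three deviations above library mean, with baseline fluorescence within five deviations of library mean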;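 also: RGS4 expression induced by doxycycline in cells with stable M3 receptor; B-score is computed from the integrated fluorescence ratio over baseline after carbachol; higher B-score means a larger calcium signal and so more RGS4 inhibition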
TMEM16A inh: blocks the mouse calcium-activated chloride channel TMEM16A; AID 588511; normalized B-score (activity score, 25-100; higher = stronger inhibition) at 10 µM; 1.2% of 310,000 active; HEK293 TMEM16A/YFP iodide influx fluorescence, ionomycin;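 active = ratio plate-corrected score three or more library SD toward inhibition, starting fluorescence score within five deviations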;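 also: score derived from kinetic fluorescence span divided by baseline fluorescence per well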
KCNK3 inh: human KCNK3 channel inhibition, primary screen; O14649; CHO-KCNK3 thallium flux, FluxOR fluorescence; hits give low values; B-score at 10 µM; 0.84% of 340,000 active;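 active = B-score under library mean minus 4 SD, starting fluorescence ratio at most library mean plus 5 SD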;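 also: more negative B-score means stronger inhibition of thallium flux through KCNK3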
KCNK9 block: inhibitors of human KCNK9 two-pore domain potassium channel; 1.2% of 310,000 active; HEK293 KCNK9, FluxOR thallium flux fluorescence; hits give low values; AID 488922; Q9NPC2; B-score at 10 µM;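 active = ratio B-score over 3 SD below the library mean, with starting fluorescence within 5 SD of its mean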;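 also: negative B-score means less thallium flux so channel inhibition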
KCNQ1 act: potentiates or activates the human KCNQ1 potassium channel; 0.35% of 310,000 active; CHO-K1 KCNQ1, thallium flux FluxOR fluorescence; hits give high values; AID 2648; B-score at 10 µM;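 active = fluorescence ratio B-score, a plate-corrected score, at least three library SD, with initial intensity B-score within 5 SD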
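Test system: CHO-K1 cells stably expressing KCNQ1 / Medium: assay buffer / Also added: depolarizing K+/Tl+ stimulus, K2SO4 and Tl2SO4 each 12.5 mM in 5x stock / Incubation: 90 min dye loading and 20 min compound exposure, both at room temperature / Signal: thallium influx via FluxOR fluorescence, kinetic imaging / Evaluation: B score of baseline-normalized fluorescence ratio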
MrgX1 PAM: allosterically activates human MrgX1 receptor signaling; Q96LB2; MrgX1-HEK293, Fluo-4 calcium flux, FDSS; hits give high values; B-score at 10 µM; 0.63% of 310,000 active;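 active = plate-corrected calcium response at least 3 library SD above typical, normal starting fluorescence, not activating the receptor alone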;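 also: compound read alongside a low EC10 to EC30 dose of BAM8-22 agonist; peak minus trough fluorescence over baseline measured at the second addition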
KCNQ1 inh: blocks the human KCNQ1 potassium channel | P51787 | CHO-K1 KCNQ1, FluxOR thallium flux fluorescence; hits give high values | B-score at 10 µM | 1.3% of 310,000 active | AID 2642;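 active = compounds whose thallium flux B-score, printed positive for inhibition, exceeds three library SD while starting fluorescence stays within three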;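 also: channel opened by potassium depolarization with thallium stimulus after 20 min compound exposure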
MrgX1 agonist: agonists of human MrgX1 receptor | MrgX1-HEK293 cells, Fluo-4 calcium fluorescence, agonist mode; hits give high values | AID 588627 | 0.44% of 310,000 active | Q96LB2 | B-score at 10 µM;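 active = calcium response B-score plate-corrected fluorescence ratio at least 3 library SD, with starting fluorescence B-score inside 5 SD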
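Assay system: stable human MrgX1 HEK293 cell line. Quantity: 15,000 cells per well. Schedule: cells plated overnight, dye loaded 0.5 h 37 °C, 0.5 h room temperature. Detection: Fluo-4 NW calcium-flux fluorescence, kinetic read. Read-out basis: peak-minus-minimum fluorescence over baseline, converted to B scores. Control set: positive and negative control wells on each plate.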
TMEM16A act: activators or potentiators of mouse TMEM16A chloride channel; Q8BHY3; HEK293 TMEM16A/YFP-H148Q/I152L, iodide quench fluorescence; hits give low values; B-score at 10 µM; 0.3% of 340,000 active;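 active = fluorescence-ratio B-score plate-corrected deviation score at least 3 library SD below zero, with starting fluorescence score within 5 deviations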;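 also: channel opened by trigger with iodide after compound preincubation; score built on the fluorescence ratio of max minus min over baseline; more negative score means more quench and so TMEM16A activation or potentiation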
RGS4 pot: potentiators or activators of RGS4; HEK293 M3R/inducible RGS4, carbachol calcium flux Fluo4; hits give low values; B-score at 10 µM; 0.92% of 310,000 active;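 active = B-score of the integrated calcium signal more than 4 SD below the library mean, with starting fluorescence not abnormally high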;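 also: negative B-score means reduced calcium response which marks RGS4 activation or potentiation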
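test system = M3R-expressing HEK293 line, RGS4 induced by doxycycline | probe or stimulus = carbachol at ECmax as muscarinic agonist stimulus | timing = dye loading 30 min 37 °C, buffer rest 30 min RT | signal = calcium dye Fluo4 fluorescence | evaluation = B score from integrated fluorescence ratio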
hERG protect: hERG (human) protection from proarrhythmic block; Q12809; CHO-hERG, FluxOR thallium flux, dofetilide IC70 present; activation (rescue from dofetilide block), less the hit threshold, % at 10 µM; 0.51% of 310,000 active; AID 1511;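 active = activation above the mean of controls blocked by dofetilide plus 5 SD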;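 also: thallium influx through hERG after potassium depolarization seen as dye fluorescence rise; in these data hits start at about 4.7%; inactives centre near -7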
Target sequence (Q12809 whole entry, looked up): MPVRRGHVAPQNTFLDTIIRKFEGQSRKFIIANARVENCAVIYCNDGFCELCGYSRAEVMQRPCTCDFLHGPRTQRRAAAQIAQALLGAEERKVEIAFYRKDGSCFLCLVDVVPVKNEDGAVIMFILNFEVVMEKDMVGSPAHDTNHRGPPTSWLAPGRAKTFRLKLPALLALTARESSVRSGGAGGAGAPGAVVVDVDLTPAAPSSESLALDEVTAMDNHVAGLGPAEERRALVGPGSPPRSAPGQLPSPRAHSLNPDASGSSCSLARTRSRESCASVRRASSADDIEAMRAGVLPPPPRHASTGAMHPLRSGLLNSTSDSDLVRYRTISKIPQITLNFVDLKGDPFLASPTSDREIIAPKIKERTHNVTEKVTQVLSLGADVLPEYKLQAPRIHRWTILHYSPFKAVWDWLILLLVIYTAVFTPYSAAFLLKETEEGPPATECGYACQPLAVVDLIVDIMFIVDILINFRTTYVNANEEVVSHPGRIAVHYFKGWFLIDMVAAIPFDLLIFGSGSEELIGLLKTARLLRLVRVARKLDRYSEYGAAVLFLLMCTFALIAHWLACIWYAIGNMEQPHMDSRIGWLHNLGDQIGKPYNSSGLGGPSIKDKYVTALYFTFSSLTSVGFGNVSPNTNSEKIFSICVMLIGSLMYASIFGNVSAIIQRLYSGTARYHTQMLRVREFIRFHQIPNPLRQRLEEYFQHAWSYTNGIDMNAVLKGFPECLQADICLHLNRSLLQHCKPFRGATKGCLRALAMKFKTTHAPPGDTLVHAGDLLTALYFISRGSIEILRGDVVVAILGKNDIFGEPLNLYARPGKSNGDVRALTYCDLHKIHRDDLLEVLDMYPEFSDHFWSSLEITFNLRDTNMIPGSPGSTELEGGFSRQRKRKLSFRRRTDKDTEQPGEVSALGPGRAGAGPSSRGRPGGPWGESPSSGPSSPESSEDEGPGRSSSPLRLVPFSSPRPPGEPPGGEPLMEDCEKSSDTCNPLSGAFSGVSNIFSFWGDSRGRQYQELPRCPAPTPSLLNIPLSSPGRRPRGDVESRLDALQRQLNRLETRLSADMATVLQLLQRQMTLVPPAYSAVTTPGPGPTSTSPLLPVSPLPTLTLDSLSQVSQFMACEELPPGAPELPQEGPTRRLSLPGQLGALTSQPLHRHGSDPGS
* marks the source's active call; other numbers are inactive results; i = inactive; x = not tested or not shown.

SMILES	RGS4 inh	TMEM16A inh	KCNK3 inh	KCNK9 block	KCNQ1 act	MrgX1 PAM	KCNQ1 inh	MrgX1 agonist	TMEM16A act	RGS4 pot	hERG protect
CNC(=S)NNC(=O)c1ccccc1Cl	i	i	i	i	i	i	i	i	i	i	-10
c1ccc(N(c2ccccc2)c2nc(N3CCCC3)nc(-n3ccnc3)n2)cc1	i	i	i	i	i	i	i	i	i	i	-12
Cc1ccc(S(=O)(=O)Oc2ccc(/C=N/NC(=O)c3ccncc3)cc2)cc1	i	i	i	i	i	i	i	i	i	i	-5
Cc1ccc(/C=C/c2nc3ccccc3c(=O)n2CCc2ccccc2)cc1	i	i	i	i	i	i	i	i	i	i	-2
CCN(CC)CCCNC(=O)CN1N=C(c2ccc(OC)cc2)CCC1=O	i	i	i	i	i	i	i	i	i	i	-5
COc1cccc(NC(=O)NCCCN2CCN(c3ccc(F)cc3)CC2)c1	i	i	i	i	i	i	i	i	i	i	-6
CCN(CC)S(=O)(=O)c1ccc(NC(=O)CN(c2cccc(F)c2)S(C)(=O)=O)cc1	i	i	i	i	i	i	i	i	i	i	-13
O=C(c1cc2cc3ccc(Cl)cc3nc2o1)N1CCCCCC1	i	i	i	i	i	i	i	i	i	i	-8
O=C(CSc1nnnn1-c1ccccc1)N1CCN(C(=O)c2ccco2)CC1	i	i	i	i	i	i	i	i	i	i	-7
COc1ccc(/C(C)=N/OCC(=O)N2CC3(C)CC2CC(C)(C)C3)cc1 (stereo not drawn)	i	i	i	i	i	i	i	i	i	i	-11
Cc1ccc(-c2[nH]c(=O)n3ccncc23)s1	i	i	i	i	i	i	i	i	i	i	-9
CCOc1ccccc1NC(=O)c1ccc(NC(=O)C2CCCO2)cc1 (stereo not drawn)	i	i	i	i	i	i	i	i	i	i	-7
Cc1ccc(NC(=O)c2nc(S(=O)(=O)Cc3ccccc3C)ncc2Cl)cc1C	i	i	i	i	i	i	i	i	i	i	-13
O=C(COc1cccnc1[N+](=O)[O-])NCc1ccc2c(c1)OCO2	i	i	i	i	i	i	i	i	i	i	-12
O=C(c1ccccc1)c1c(O)nc(-c2ccccc2)n(-c2ccccc2)c1=O	i	i	i	i	i	i	i	i	i	i	-4
CC(C)C[C@@H](NC(=O)C1CCC(CNC(=O)[C@@H]2CCCN2C(=O)OC(C)(C)C)CC1)C(=O)O (stereo partly drawn)	i	i	i	i	i	i	i	i	i	i	-7
CN(CC(=O)Nc1cccc(F)c1)C(=O)c1cccc(S(=O)(=O)N2CCN(c3ccccc3)CC2)c1	i	i	i	i	i	i	i	i	i	i	-11
CC1=CC(c2ccccc2)n2nc(NC(=O)CCC(=O)O)nc2N1 (stereo not drawn)	i	i	i	i	i	i	i	i	i	i	-6
COc1ccc(Cc2nnc(NC(=O)CS(=O)(=O)Cc3ccccc3)s2)cc1	i	i	i	i	i	i	i	i	i	i	-3
CC(C)(C)c1nnc(NC(=O)CCn2cnc3ccccc3c2=O)s1	i	i	i	i	i	i	i	i	i	i	-5
Cc1ccccc1CN1C(=O)C(O)(CC(=O)c2ccncc2)c2ccccc21 (stereo not drawn)	i	i	i	i	i	i	i	i	i	i	-4
COc1ccc(CCNc2oc(COc3ccc(F)cc3)nc2C#N)cc1	x	i	i	x	x	i	x	i	i	x	x
CC(=O)Oc1ccccc1N1C(=O)c2ccc(C(=O)O)cc2C1=O	i	i	i	i	i	i	i	i	i	i	-3
Cc1ccc(-c2n[nH]c(=S)n2/N=C/c2cc3c(cc2[N+](=O)[O-])OCO3)cc1	i	i	i	i	i	i	i	i	i	i	-15
CCN(c1ccccc1)S(=O)(=O)c1ccc(C(=O)N(CCCN(C)C)c2nc3cc4c(cc3s2)OCO4)cc1	i	i	i	i	i	i	i	i	i	i	-21
More compounds
SMILES	RGS4 inh	TMEM16A inh	KCNK3 inh	KCNK9 block	KCNQ1 act	MrgX1 PAM	KCNQ1 inh	MrgX1 agonist	TMEM16A act	RGS4 pot	hERG protect
N#C/C(=C\c1cccs1)C(=O)c1ccccc1Cl	18*	i	i	i	i	i	i	i	i	i	-4
COC(=O)C1=CN(C(C)C)C=C(C(=O)OC)C1c1cc2c(cc1Br)OCO2	i	i	i	i	i	i	i	i	i	i	-19
CCOC(=O)c1[nH]c2ccc(OCC)cc2c1NC(=O)CN1CCC2(CC1)OCCO2	i	i	i	i	i	i	i	i	i	i	-7
COc1cc(/C=N/NC(=O)c2cc(C)oc2C)cc(OC)c1OC	i	i	i	i	i	i	i	i	i	i	-15
C=CCc1cccc2ccc(=O)oc12	i	i	i	i	i	i	i	i	i	i	-5
Cc1cc(Cl)ccc1NC(=O)CSc1nnc(-c2ccncc2)n1Cc1ccco1	i	i	i	i	i	i	i	i	i	i	-17
COc1cc(/C=N/NC(=O)CSc2ccccn2)ccc1O	i	i	i	i	i	i	i	i	i	i	-9
COc1ccc(OCC(O)COc2ccc(C(=O)O)cc2)cc1 (stereo not drawn)	i	i	i	i	i	i	i	i	i	i	-3
O=C(COC(=O)c1ccccn1)Nc1nccs1	i	i	i	i	i	i	i	i	i	i	-11
O=c1cc(O)c2c(=O)[nH]c(=O)n(-c3ccccc3)c2[nH]1	i	i	i	i	i	i	i	i	i	i	-5
CN1CCN(NC(=O)c2ccc(Br)s2)CC1	i	i	i	i	i	i	i	i	i	i	-7
O=C(Nc1nc2n(n1)C(c1ccccc1)CC(c1ccc(Cl)cc1)N2)c1ccco1 (stereo not drawn)	i	i	i	-6.9*	i	7.3*	i	i	i	i	-4
CC(=O)N(Cc1ccco1)Cc1cc2cccc(C)c2n2nnnc12	i	i	x	i	i	i	i	i	x	i	-4
COc1ccc(C(=O)Nc2ccc(OCC(F)(F)C(F)F)c(C(F)(F)F)c2)cc1OC	i	i	i	i	i	i	i	i	i	i	-10
CCOC(=O)C1=NN(C(=O)Cc2ccccc2)C(O)(c2ccc(Cl)cc2)C1 (stereo not drawn)	i	i	i	i	i	i	i	i	i	i	-6
CCC(=O)Nc1ccc(Cl)c(NC(=O)c2c(OC)cccc2OC)c1	i	i	i	i	i	i	i	i	i	i	-5
O=C(CN(Cc1ccco1)C(=O)CCC(=O)Nc1nccs1)NCc1ccccc1	i	i	i	i	i	i	i	i	i	i	-1
CCC(Oc1ccccc1)C(=O)Nc1ccccc1N1CCCCC1 (stereo not drawn)	i	i	i	-15*	i	i	6*	i	i	i	-10
CCOc1ccc(CCNC(=O)c2cc(-c3ccccc3)c(N3CCOCC3)s2)cc1OCC	i	i	i	i	i	i	6*	i	i	i	-5
COc1cc(/C=C2\SC(=S)N(C(C(=O)O)c3ccccc3)C2=O)ccc1O (stereo not drawn)	i	i	i	i	i	i	i	i	i	i	-14
COc1cccc(/C=N/NC(=O)CNC(=O)c2ccc3c(c2)OCCO3)c1O	i	i	i	i	i	i	i	i	i	i	-7
CC(=O)N1CCOc2ccc(S(=O)(=O)NC(C)c3ccccc3)cc21 (stereo not drawn)	i	i	i	i	i	i	i	i	i	i	-9
Cc1ccc(NC(=O)COC(=O)CC2CCCC2)cc1Cl	i	i	i	i	i	i	i	i	i	i	-12
COc1ccc(OCC(=O)N2CCN(C(=O)c3ccc([N+](=O)[O-])cc3)CC2)cc1	i	i	i	i	i	i	i	i	i	i	-8
C=CC(=O)NCC1OCCc2ccccc21 (stereo not drawn)	i	i	i	i	i	i	i	i	i	i	-2

Records listed above printed as active in KCNK9 block:
Structure | RGS4 inh | KCNK3 inh | KCNK9 block | KCNQ1 inh | MrgX1 agonist | TMEM16A act
O=C(Nc1nc2n(n1)C(c1ccccc1)CC(c1ccc(Cl)cc1)N2)c1ccco1 (stereo not drawn) | i | i | -6.9* | i | i | i
CCC(Oc1ccccc1)C(=O)Nc1ccccc1N1CCCCC1 (stereo not drawn) | i | i | -15* | 6* | i | i

Next section.
SMILES	RGS4 inh	TMEM16A inh	KCNK3 inh	KCNK9 block	KCNQ1 act	MrgX1 PAM	KCNQ1 inh	MrgX1 agonist	TMEM16A act	RGS4 pot	hERG protect
CCCCCC(=O)Nc1nc(C)c(-c2csc(Nc3ccccc3OCC)n2)s1	i	i	i	i	i	i	i	i	i	i	-11
CN1C(=O)/C(=C/c2ccccc2OCc2ccccc2)NC1=S	i	i	i	i	i	i	i	i	i	i	-10
Cc1cccc(CC(=O)NCCn2c(C)cc3ccccc32)c1	i	i	i	i	i	i	i	i	i	i	-14
COCCCNC(=O)CCCn1c(=O)c2ccccc2n(CC(=O)Nc2c(C)cc(C)cc2C)c1=O	i	i	i	i	i	i	i	i	i	i	-8
CCc1nnc(NC(=O)CC(C)c2ccccc2)s1 (stereo not drawn)	i	i	i	i	i	i	i	i	i	i	-3
Cc1ccc(C(=O)OCC(=O)Nc2ccccc2Sc2ccccc2)cc1C	i	i	i	i	i	i	i	i	i	i	-4
Nc1nc(SCC(=O)NNc2c(Cl)cc(Cl)cc2Cl)n[nH]1	i	i	i	i	i	i	i	i	i	i	-1
COc1ccc([N+](=O)[O-])cc1NC(=O)C(C)OC(=O)c1cccnc1Cl (stereo not drawn)	i	i	i	i	i	i	i	i	i	i	-7
CCOC(=O)c1sc(NC(=O)C(C)C)c(C#N)c1C	i	i	i	i	i	i	i	i	i	i	-11
CCOc1ccc(CCNC(=O)COC(=O)Cn2nc(C)c([N+](=O)[O-])c2C)cc1OCC	i	i	i	i	i	i	i	i	i	i	-12
CC1(C)NC(=O)N(CC(=O)O)C1=O	i	i	i	i	i	i	i	i	i	i	-7
O=C(N/N=C/c1cc([N+](=O)[O-])ccc1O)c1cc(-c2ccccc2)nc2ccccc12	i	25*	i	i	i	i	7*	i	i	i	-6
O=C1CC(=O)N(CCc2ccc(F)cc2)C(=O)N1	i	i	i	i	i	i	i	i	i	i	-6
CCOc1ccc(C(=O)Nc2ccc(-c3nc4ccccc4[nH]3)cc2)cc1[N+](=O)[O-]	i	i	i	i	i	i	i	i	i	i	-9
CCn1cnc2cc([N+](=O)[O-])ccc21	i	i	i	i	i	i	i	i	i	i	-15
Cc1c(C(=O)NC(C)C)oc2c1-c1[nH]ncc1CC2	i	i	i	i	i	i	i	i	i	i	-11

Screening results from PubChem BioAssay.

Hits appear at their usual frequency; overall some 6.3% were active at least once.
